Screening results: PubChem, Sanford-Burnham Center for Chemical Genomics
Jurkat NFkB inh – inhibitors of induced NF-kB luciferase reporter, primary screen, TCR NF-kB activation inhibitor project, cell-based, luminescence, uHTS; inhibition, % at 4 µM; 330,000 tested, 0.53% active; Jurkat, PMA/ionomycin-induced NF-kB luciferase reporter
Gli-Sufu antag – Gli-Sufu pathway antagonists, primary screen, luciferase luminescence, Sufu-KO-LIGHT cells, uHTS. Sufu-KO-LIGHT fibroblasts, Gli luciferase reporter luminescence. inhibition, % at 5 µM. 340,000 tested, 0.74% active. AID 588413, 2011;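 active = inhibition above about 55%, limit read from the data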;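 also: 0% = DMSO-treated cells and 100% = wells with medium but no cells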
SENP7 inh – SENP7 protease inhibitors, primary screen, biochemical, luminescence, uHTS; Sentrin-specific protease 7 (Homo sapiens), Q9BQF6; recombinant SENP7, Z-RLRGG-aminoluciferin luminescence, 40 min; inhibition, % at 5 µM; 330,000 tested, 1.5% active; AID 434973, 2010;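 active = inhibition above about 50% at the single test dose, limit read from the data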;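 also: plate controls were DMSO with enzyme for no effect and no enzyme buffer wells for full effect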
697 NFkB inh – inhibitors of PMA/ionomycin-induced NF-kB reporter, 697 cells, primary screen, B-cell NF-kB inhibitor project, cell-based, luminescence, uHTS; 697 B-cell NF-kB luciferase reporter, 16 h; inhibition, % at 4 µM; 330,000 tested, 0.33% active; AID 435022, 2010; in the data active = inhibition above about 35%
SENP8 block – SENP8 protease inhibitors, primary screen, biochemical, luminescence; inhibition, % at 10 µM; AID 2540, 2010; 330,000 tested, 1.2% active; purified SENP8, Z-RLRGG-aminoluciferin cleavage; Sentrin-specific protease 8 (Homo sapiens), Q96LD8
HKDC1 inhibitor – HKDC1 hexokinase inhibitors, primary screen, biochemical, fluorescence, uHTS; Q2TB90; recombinant HKDC1, G6PDH/diaphorase resazurin coupled fluorescence; inhibition, % at 20 µM; 340,000 tested, 0.16% active;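 active = inhibition above about 35% when tested at 20 µM, limit read from the data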;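 also: plate controls were DMSO wells with enzyme for no effect and DMSO wells lacking enzyme for full effect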
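System: Recombinant HKDC1 hexokinase | Amount: HKDC1 at 5 µg/mL | Reagent: Glucose with 1 mM ATP | Doses: Single 20 µM dose | Incubation: Reaction time 90 min, room temperature, protected from light | Signal: Coupled resazurin fluorescence, excitation 525 nm, emission 613 nm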
UBC13 polyUb – UBC13 polyubiquitin chain formation inhibitors, primary screen, biochemical, TR-FRET, uHTS; Ubiquitin-conjugating enzyme E2 N (Homo sapiens), P61088; inhibition, % at 20 µM; 330,000 tested, 0.47% active; AID 485273, 2010; in the data active = inhibition above about 45%, passing the limit was not always enough
Apaf1 inhib – inhibitors of human Apaf-1 apoptosome, primary screen, biochemical, DEVD-Rh110 fluorescence, uHTS; reconstituted apoptosome caspase-3 activity; inhibition, % at 20 µM; 330,000 tested, 0.71% active; AID 489030, 2010; active = inhibition of at least 40% at 20 µM;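 also: plate controls were DMSO wells for no effect and DEVD-CHO caspase inhibitor wells for full effect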
Target sequence (O14727 whole entry, looked up): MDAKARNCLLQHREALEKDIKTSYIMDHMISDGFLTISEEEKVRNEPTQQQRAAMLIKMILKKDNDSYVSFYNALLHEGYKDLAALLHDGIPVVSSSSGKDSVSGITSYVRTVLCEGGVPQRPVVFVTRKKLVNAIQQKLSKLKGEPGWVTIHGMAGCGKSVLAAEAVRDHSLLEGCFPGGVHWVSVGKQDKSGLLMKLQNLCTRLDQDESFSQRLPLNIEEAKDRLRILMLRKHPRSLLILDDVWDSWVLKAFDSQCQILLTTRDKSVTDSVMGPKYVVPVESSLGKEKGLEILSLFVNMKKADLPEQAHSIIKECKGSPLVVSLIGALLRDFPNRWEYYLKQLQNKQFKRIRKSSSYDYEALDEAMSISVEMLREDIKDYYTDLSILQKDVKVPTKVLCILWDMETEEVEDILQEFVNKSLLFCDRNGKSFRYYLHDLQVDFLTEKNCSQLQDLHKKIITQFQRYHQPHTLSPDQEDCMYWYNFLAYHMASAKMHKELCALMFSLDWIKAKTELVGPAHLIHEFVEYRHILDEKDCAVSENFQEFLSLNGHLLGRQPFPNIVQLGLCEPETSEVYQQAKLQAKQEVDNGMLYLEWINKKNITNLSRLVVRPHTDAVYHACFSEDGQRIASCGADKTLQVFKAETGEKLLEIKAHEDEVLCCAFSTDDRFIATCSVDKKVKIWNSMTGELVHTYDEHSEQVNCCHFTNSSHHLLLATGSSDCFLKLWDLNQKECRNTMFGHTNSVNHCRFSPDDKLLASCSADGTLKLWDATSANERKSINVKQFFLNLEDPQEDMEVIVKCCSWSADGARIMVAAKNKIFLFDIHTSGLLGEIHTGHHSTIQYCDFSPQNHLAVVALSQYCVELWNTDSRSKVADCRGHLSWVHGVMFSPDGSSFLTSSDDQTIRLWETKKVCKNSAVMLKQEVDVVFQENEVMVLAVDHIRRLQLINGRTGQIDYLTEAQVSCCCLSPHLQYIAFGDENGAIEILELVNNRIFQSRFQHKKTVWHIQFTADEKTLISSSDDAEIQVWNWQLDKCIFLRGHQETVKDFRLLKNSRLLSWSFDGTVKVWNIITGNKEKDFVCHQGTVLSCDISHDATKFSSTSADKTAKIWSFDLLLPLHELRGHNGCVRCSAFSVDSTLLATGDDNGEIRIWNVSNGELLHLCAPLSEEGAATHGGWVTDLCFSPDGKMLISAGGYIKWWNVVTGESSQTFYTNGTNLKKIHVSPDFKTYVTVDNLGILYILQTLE
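Material: reconstituted apoptosome with Apaf-1, cytochrome c, caspase-9, procaspase-3, dATP; medium: pH 7.5 Hepes buffer with CHAPS, BSA, DTT; also added: cytochrome c and DEVD-Rh110 substrate; timing: 30 min plus 50 min, RT; signal: Rh110 fluorescence intensity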
* = called active by the depositor; x = not tested or not shown. Rule as the data show it, unless noted: active = inhibition above about 50%; inactive = the rest. The order is random; overall some 3.6% were active at least once.

| mol | Jurkat NFkB inh | Gli-Sufu antag | SENP7 inh | 697 NFkB inh | SENP8 block | HKDC1 inhibitor | UBC13 polyUb | Apaf1 inhib |
| --- | --- | --- | --- | --- | --- | --- | --- | --- |
| COc1ccc(/C=N\Nc2ccc([N+](=O)[O-])cc2[N+](=O)[O-])c(C(=O)O)c1OC | -7 | 1 | 9 | 21 | 5 | 25 | -76 | -7 |
| COC(=O)CCn1nnc(-c2ccc(C)cc2)n1 | -16 | 3 | -17 | -13 | -26 | -10 | -5 | 12 |
| O=C1c2ccccc2C(=O)N1CCN1CCc2ccccc21 | -19 | -46 | 1 | -33 | 0 | -2 | 9 | 6 |
| O=C(Nc1nccs1)c1ccc([N+](=O)[O-])cc1Cl | -30 | -18 | 0 | -2 | -3 | 0 | 4 | 3 |
| O=C(NCCCN1CCN(c2ccc(F)cc2)CC1)NC12CC3CC(CC(C3)C1)C2 | -12 | 9 | 1 | 8 | 1 | -2 | 15 | 12 |
| COc1ccc(NC(=O)Nc2nnc(Cc3ccccc3)s2)cc1 | 4 | 0 | -1 | 3 | 2 | -3 | 6 | 13 |
| CC(C)(C)C1CCC(=NNc2ncc(C(F)(F)F)cc2Cl)CC1 (stereo not given) | -2 | -8 | 12 | -7 | 0 | -9 | -7 | 2 |
| COc1cccc(COC(=O)c2cc(=O)[nH]c3ccc(S(=O)(=O)N4CCOCC4)cc23)c1OC | 5 | 6 | -1 | -5 | 18 | 0 | -2 | 14 |
| Cc1noc(C)c1S(=O)(=O)N(C)C[C@H]1Oc2ccc(NC(=O)C3CCCCC3)cc2C(=O)N([C@H](C)CO)C[C@@H]1C | 9 | -20 | 3 | 12 | 5 | -2 | 5 | 1 |
| O=C(CCN1CCCCO1)N1CCCC(Nc2ccc(F)cc2)C1 (stereo not given) | 5 | 0 | -1 | 9 | 0 | 1 | -3 | -7 |
| Nc1nonc1-c1nc2ccccc2n1CC(=O)N/N=C/c1ccc(-c2ccccc2C(=O)O)o1 | -11 | -3 | -2 | -3 | 3 | -4 | -11 | 18 |
| Cc1cc(Nc2ccc(C(=O)O)cc2)n2nc(C)nc2n1 | 1 | -5 | 9 | 3 | -1 | -2 | -1 | -8 |

One compound at a time, as listed above. Order of values: Jurkat NFkB inh, Gli-Sufu antag, SENP7 inh, 697 NFkB inh, SENP8 block, HKDC1 inhibitor, UBC13 polyUb, Apaf1 inhib
Profile of COc1ccc(/C=N\Nc2ccc([N+](=O)[O-])cc2[N+](=O)[O-])c(C(=O)O)c1OC : -7, 1, 9, 21, 5, 25, -76, -7
Profile of Nc1nonc1-c1nc2ccccc2n1CC(=O)N/N=C/c1ccc(-c2ccccc2C(=O)O)o1 : -11, -3, -2, -3, 3, -4, -11, 18

(more compounds)
| mol | Jurkat NFkB inh | Gli-Sufu antag | SENP7 inh | 697 NFkB inh | SENP8 block | HKDC1 inhibitor | UBC13 polyUb | Apaf1 inhib |
| --- | --- | --- | --- | --- | --- | --- | --- | --- |
| CCOC(=O)CNC(=O)C1(/C=C/c2ccccc2)CC(=O)N1c1ccc(C)cc1 (stereo not given) | 12 | 4 | -7 | 12 | -4 | 5 | 2 | 8 |
| Cc1ccccc1N1CC(C(=O)NC2CCCC2)CC1=O (stereo not given) | 2 | -3 | 4 | -2 | 5 | 2 | -2 | -1 |
| O=C(Nc1ccccc1F)c1cc(S(=O)(=O)N2CCCCC2)cs1 | 5 | 18 | -8 | 0 | -12 | -3 | 4 | 5 |
| COc1cc(/C=C/C(=O)O)cc(S(=O)(=O)N2CCN(S(=O)(=O)c3ccc(Cl)cc3)CC2)c1OC | -13 | 2 | -2 | -3 | -12 | 0 | -1 | 4 |
| CCC(C)(C)NC(=O)c1ccc2c(c1)N(CC(=O)OC)C(=O)C(C)(C)O2 | 6 | 3 | -3 | 1 | -11 | -7 | -6 | 11 |
| Cc1nn(C)c(C)c1CN(Cc1nc(-c2cc(F)ccc2F)oc1C)C1CC1 | -4 | 31 | 0 | -13 | 5 | -7 | 2 | 4 |
| CC1(C(=O)N/N=C/c2ccccc2)CC1(Cl)Cl (stereo not given) | 4 | -21 | 5 | -9 | -4 | -7 | -8 | 13 |
| CCOc1cccc(N(C(=O)C2COc3ccccc3O2)C(C(=O)NC2CCCCC2)c2ccc(O)cc2)c1 (stereo not given) | 8 | 20 | -4 | -11 | -3 | -4 | 3 | 47* |
| CCOC(=O)C1CCCN(C(=O)Nc2c(-c3ccccc3)noc2C)C1 (stereo not given) | 18 | -7 | -3 | 13 | -7 | 1 | 4 | -6 |
| Clc1ccc(-c2csc(N3CCSCC3)n2)cc1 | -24 | -6 | -1 | 3 | -3 | -7 | 6 | -1 |
| COc1cccc2c1OCC(CN1CCN(C3CCCCC3)C(CCO)C1)=C2 (stereo not given) | -17 | 23 | -9 | -7 | -4 | -3 | -11 | -3 |
| CCN(CC)C(=O)c1nn(Cc2ccccc2)c(=O)c2ccccc12 | 9 | 10 | -15 | 15 | -4 | 3 | 9 | -7 |
| CCOC(=O)C(C)N(c1ccccc1Cl)S(C)(=O)=O (stereo not given) | 9 | 0 | 5 | 16 | 6 | 0 | 5 | -7 |
| C[C@@H](C(=O)Nc1ccc2ccccc2c1)[C@H]1C[C@]1(C)[C@H](NC(=O)OCc1ccccc1)c1ccccc1 | -6 | 7 | -1 | -26 | 3 | 4 | -9 | 10 |
| O=C(/C=C/c1ccco1)NCC(=O)N/N=C/c1ccccc1[N+](=O)[O-] | 2 | 3 | -3 | 7 | 5 | -4 | -11 | -6 |
| COc1cc(OC)c(NC(=O)CC(=O)Nc2cc(Cl)c(OC)cc2OC)cc1Cl | -4 | 2 | -15 | -8 | -2 | -5 | 0 | 18 |
| O=C1CSC(c2cccs2)N1c1ccccc1 (stereo not given) | -13 | 1 | 17 | 3 | -14 | 2 | -10 | -2 |
| O=C(CSc1nnc(CNc2ccccc2)o1)c1ccc2c(c1)OCCO2 | -3 | 8 | 7 | -36 | 6 | -5 | -6 | 3 |
| O=C(CCc1nc(-c2ccc(F)cc2)no1)NCc1ccccc1CN1CCOCC1 | 4 | 0 | 4 | -4 | 3 | -6 | 3 | 6 |
| O=C1C2C3C=CC(C3)C2C(=O)N1c1n[nH]c(-c2cccnc2)n1 (stereo not given) | 19 | 26 | -1 | 15 | 4 | -5 | 0 | -6 |
| COc1cccc(-n2cc3c(c2-c2ccccc2)c(=O)n(C)c(=O)n3C)c1 | -7 | 1 | 0 | -5 | -1 | -5 | 11 | 11 |
| N#Cc1cnc(SCC(=O)N2CCCC2)nc1N | 7 | 0 | -7 | 6 | 6 | -1 | -6 | -1 |
| CCN1CCSc2ccc(C(=O)NCc3ccccc3C)cc21 | 14 | -14 | 0 | 27 | 5 | -2 | 21 | 7 |
| CC(=O)NCC1CCCN(C(=O)c2oc3c(F)cccc3c2C)C1 (stereo not given) | -21 | -7 | 9 | -3 | 9 | -3 | 1 | 3 |

(listing goes on)
Each structure is followed by: Jurkat NFkB inh, Gli-Sufu antag, SENP7 inh, 697 NFkB inh, SENP8 block, HKDC1 inhibitor, UBC13 polyUb, Apaf1 inhib
- COc1cc(NC(=O)c2ccc(CNc3c(N4CCCC4)c(=O)c3=O)cc2)cc(OC)c1OC
 : -14, -4, 2, -38, -1, 10, -4, 16
- COc1cc(-c2nc3ccc4ccccc4c3c3c2CCC3)ccc1O
 : -21, -15, 5, -11, 2, -4, 13, 12
- CCOC(=O)C1(Cc2ccccc2C(F)(F)F)CCN(C2CCN(C(C)=O)CC2)CC1
 : -6, 19, 3, 30, 0, 1, 5, 4
- CC(C)CCN1CC(C(=O)N2CCN(c3ccc(F)cc3)CC2)CC1=O (stereo not given)
 : -20, 10, 5, 22, 2, -9, -3, 1
- CC1CCCCN1C(=O)COC(=O)C1CCN(S(=O)(=O)c2ccc(Cl)c(C(F)(F)F)c2)CC1 (stereo not given)
 : 15, -4, 3, 12, -3, -4, -4, 7
- CC[C@]1(C(=O)OC)[C@H]2C(=O)N(Cc3ccccc3)C(=O)[C@H]2[C@H]2CN=C(SCC3CC3)N21
 : x, -3, -2, 0, x, 10, x, 20
- CCC(NC(=O)c1ccccc1NC(=O)c1ccc(C)cc1)C(=O)O (stereo not given)
 : 5, -7, 2, 10, 13, -9, 11, -12
- CCOC(=O)c1ccc(NC(=O)Nc2c(C)n(C)n(-c3ccccc3)c2=O)cc1
 : -8, -10, -1, 1, -2, -2, 2, 6
- Cc1cc(C)c(-n2c(SCc3nc4ccccc4s3)n[nH]c2=O)c(C)c1
 : -14, 3, 7, -20, -5, 6, -2, 17
- Fc1ccc(-c2csc(NC(=S)Nc3ccccc3)n2)cc1
 : -16, -2, 14, -30, -5, -10, 11, 18
- COc1cccc(C2C(C(=O)c3cccs3)=C(O)C(=O)N2CCN(C)C)c1OC (stereo not given)
 : 0, -1, 0, -2, 9, -3, -11, 7
- CCOc1cc(/C=N/NC(=O)c2cccc(S(=O)(=O)N3CCCC3)c2)ccc1OCC(=O)N(C)C
 : 1, -23, -7, 0, -4, -8, -13, 8
- Cc1ccc(C(=O)CC(=O)COc2ccc(Cl)cc2C)cc1
 : -4, -3, -5, -5, -5, -16, 2, 3
- Cc1ccc(NC(=O)C2=CC=CN3CCS(=O)(=O)N=C23)cc1
 : 0, -2, 2, 21, -3, 0, 4, -6
- COc1cccc2cc(-c3cc(=O)oc4cc(C)c(OCC(C)=O)cc34)oc12
 : -25, -24, -11, -10, -10, 1, -11, 1
- Cc1cc(C)n(-c2ncnc3ccccc23)n1
 : 5, -10, 3, 10, -4, 6, 0, 3
- Cc1cc(C(=O)O)cc(S(=O)(=O)Nc2c(C)nn(C)c2C)c1C
 : 14, -3, -2, 6, 8, 11, 7, -19
- Cc1nc2nc(SCC(=O)c3ccc([N+](=O)[O-])cc3)[nH]c2cc1Br
 : 12, -3, 7, 4, 3, 16, -2, 10
- CC(C)Sc1nnc(NC(=O)CCc2ccccc2)s1
 : -3, -32, 6, 0, 4, -4, 3, 10
- Cc1cc(C)c2nc(C(F)(F)F)nc(N3CC(C)OC(C)C3)c2c1 (stereo not given)
 : 11, -7, -4, 2, -4, 6, 26, 5
- O=C1C=C(c2ccc3c(c2)OCO3)C[C@@H](c2ccc3c(c2)OCO3)C1
 : -1, -28, -8, -12, -14, -3, -20, 5
- Cc1noc(NS(=O)(=O)c2ccc(NC(=O)c3oc4ccc(F)cc4c3C)cc2)c1C
 : 11, -5, 2, -13, -4, -1, -7, 22
- COCCn1c(SCC(=O)Nc2cc(C)cc(C)c2)nc2ccccc2c1=O
 : 2, 36, -19, -28, -4, -7, -2, 8
- COc1ccc(OCCSc2nc(-c3ccccc3)cc(=O)[nH]2)cc1
 : 2, -3, -7, 5, -7, -3, -8, -2

Three of the compounds above, with each value named:
Cc1noc(NS(=O)(=O)c2ccc(NC(=O)c3oc4ccc(F)cc4c3C)cc2)c1C
- Jurkat NFkB inh: 11
- Gli-Sufu antag: -5
- SENP7 inh: 2
- 697 NFkB inh: -13
- SENP8 block: -4
- HKDC1 inhibitor: -1
- UBC13 polyUb: -7
- Apaf1 inhib: 22
COCCn1c(SCC(=O)Nc2cc(C)cc(C)c2)nc2ccccc2c1=O
- Jurkat NFkB inh: 2
- Gli-Sufu antag: 36
- SENP7 inh: -19
- 697 NFkB inh: -28
- SENP8 block: -4
- HKDC1 inhibitor: -7
- UBC13 polyUb: -2
- Apaf1 inhib: 8
O=C1C=C(c2ccc3c(c2)OCO3)C[C@@H](c2ccc3c(c2)OCO3)C1
- Jurkat NFkB inh: -1
- Gli-Sufu antag: -28
- SENP7 inh: -8
- 697 NFkB inh: -12
- SENP8 block: -14
- HKDC1 inhibitor: -3
- UBC13 polyUb: -20
- Apaf1 inhib: 5
